CXCR6 block = blocks human CXCR6 beta-arrestin recruitment; O00574; AID 602244; inhibition, % at 20 µM; actives 0.36% (n = 360,000); CHO-K1 PathHunter CXCR6 beta-arrestin, luminescence; in the data active means inhibition above about 34%, passing the limit was not always enough;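 further: antagonist mode with CXCL16 agonist at 10 nM final; 0% = 10 nM CXCL16 with DMSO and 100% = unstimulated wells without agonist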
Target sequence (O00574 whole entry, looked up): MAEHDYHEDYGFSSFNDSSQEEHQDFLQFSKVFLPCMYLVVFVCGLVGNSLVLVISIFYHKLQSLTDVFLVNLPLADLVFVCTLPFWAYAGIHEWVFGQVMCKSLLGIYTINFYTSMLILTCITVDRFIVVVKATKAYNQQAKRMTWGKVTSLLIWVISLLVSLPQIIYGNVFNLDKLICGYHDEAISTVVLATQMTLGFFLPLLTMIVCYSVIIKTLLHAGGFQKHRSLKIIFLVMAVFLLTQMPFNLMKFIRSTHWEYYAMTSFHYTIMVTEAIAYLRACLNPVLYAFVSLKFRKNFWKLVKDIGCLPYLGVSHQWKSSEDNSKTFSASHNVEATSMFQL
APJ ag = agonists of human APJ apelin receptor; AID 2520; actives 0.11% (n = 330,000); activation, % at 20 µM; CHO-K1 APJ PathHunter beta-arrestin, luminescence; 0% DMSO wells, 100% apelin; P35414;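 active means activation more than six SD over the plate average, tested at 20 µM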;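 further: 0% = DMSO alone and 100% = apelin-13 at 10 nM; some results filed as inactive read as strong as hits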
Target sequence (P35414 whole entry, looked up): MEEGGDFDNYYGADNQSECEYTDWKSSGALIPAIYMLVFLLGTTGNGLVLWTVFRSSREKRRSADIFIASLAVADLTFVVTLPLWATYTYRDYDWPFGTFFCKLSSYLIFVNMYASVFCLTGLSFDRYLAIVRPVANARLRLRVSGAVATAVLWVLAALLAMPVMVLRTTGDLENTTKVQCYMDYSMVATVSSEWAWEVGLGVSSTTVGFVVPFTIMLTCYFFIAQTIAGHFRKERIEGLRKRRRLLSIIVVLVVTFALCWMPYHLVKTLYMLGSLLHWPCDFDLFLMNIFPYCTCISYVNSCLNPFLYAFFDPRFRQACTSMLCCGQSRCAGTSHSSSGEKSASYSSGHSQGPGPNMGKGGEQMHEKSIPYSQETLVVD
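Assay system: CHO-K1 cells stably expressing ProLink-tagged human APJ and arrestin–beta-gal acceptor. Compound dosing: 20 µM single point, 1% DMSO. Times: 16-18 h seeding, 90 min dark compound exposure, 60 min detection. Detection: beta-gal luminescence. Evaluation: APJ–arrestin association signal. Controls: negative DMSO alone, positive Apelin-13 at 10 nM.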
EBI2 block = antagonists of human EBI2 receptor. AID 651636. EBI2 beta-arrestin recruitment, luminescence, 7a,25-OHC stimulated. inhibition, % at 5 µM. actives 0.81% (n = 360,000); in the data active means inhibition above about 38%;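 further: enzyme fragment complementation signal reports receptor beta-arrestin coupling in cells; 0% = agonist plus DMSO wells and 100% = wells without agonist; some results beyond the cut were filed as inactive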
tim23-1 inh = tim23-1 yeast growth inhibition; S. cerevisiae tim23-1 growth, BacTiter-Glo luminescence, 24 h; inhibition, % at 20 µM; actives 1.3% (n = 330,000); AID 463212;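 active means growth inhibition of the mutant yeast at or above 50%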;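 further: temperature-sensitive mutant grown at 25 °C; plate controls were DMSO-treated mutant yeast for no effect and medium wells lacking yeast for full effect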
UPR XBP1 act = adaptive UPR (XBP1) activation; CHO-XBP1 luciferase reporter, IRE1-XBP1 UPR activation, luminescence; percent of tunicamycin response, DMSO as zero; activation, % at 20 µM; actives 0.33% (n = 330,000);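 active means versus positive control, 20 µM dose yields 30% or more activation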;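 further: 100% = tunicamycin at 10 µg/mL and 0% = DMSO only wells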
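Material: CHO cell line with stable XBP1 luciferase reporter; schedule: 16-18 h cell attachment at 37 °C, then 6 h compound exposure; signal: glow luminescence from Steady-Glo reagent; medium: serum-containing F12 medium, 10% FBS; benchmarks: tunicamycin 10 µg/mL and vehicle-only wells; read-out: percent activation relative to tunicamycin reference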
Mdm2-MdmX inh = disrupts the human Mdm2-MdmX interaction; inhibition, % at 8 µM; AID 485346; SaOS-2 split-luciferase Mdm2/MdmX complementation, luminescence; actives 3% (n = 330,000);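 active means inhibition of at least 50% at 8 µM in the primary screen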
CHOP UPR activ = apoptotic UPR (CHOP) activation | AID 449763 | activation, % at 10 µM | CHO-CHOP luciferase reporter, luminescence; percent of tunicamycin response over DMSO baseline | actives 0.34% (n = 330,000);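 active means at 10 µM dose, activation of 40% or more, normalized to positive control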;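 further: 100% = tunicamycin at 10 µg/mL and 0% = DMSO alone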
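System: CHO-CHOP luciferase reporter cell line | Buffer or medium: F12 medium containing 10% fetal bovine serum | Doses: One dose, 10 µM in 0.5% DMSO | Times: 6 h compound exposure at 37 °C after overnight seeding | Signal: Luciferase luminescence | Read-out: % activation vs tunicamycin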
APJ antagonist = APJ receptor antagonism. P35414. CHO-K1 APJ beta-arrestin complementation, luminescence. inhibition, % at 20 µM. actives 0.32% (n = 330,000). AID 2521;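 active means inhibition above about 40% at 20 µM, limit read from the data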;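 further: cells challenged with 10 nM apelin-13 agonist together with compound; plate controls were apelin-13 plus DMSO wells for no effect and DMSO wells lacking apelin-13 for full effect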
CCR6 antagonist = CCR6 (human) receptor antagonism; P51684; CHO-K1 CCR6 PathHunter beta-arrestin, luminescence, CCL20-stimulated; inhibition, % at 20 µM; actives 0.49% (n = 340,000);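 active means compounds whose inhibition of the agonist-driven luminescence signal at 20 µM reaches about 50%, limit read from the data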;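 further: cells stimulated with CCL20 at 14 nM final; plate controls were DMSO with CCL20 for no effect and DMSO without agonist for full effect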
* marks the source's active call; other numbers are inactive results; . = no result given. These rows are one share of the data (hit frequency here may not be typical).

The line under a structure holds: APJ antagonist, CCR6 antagonist, CHOP UPR activ, CXCR6 block, UPR XBP1 act, APJ ag, EBI2 block, Mdm2-MdmX inh, tim23-1 inh
> CCN(CC)c1ccc(/C=N/NC(=O)c2ccc3nc[nH]c3c2)cc1
 : 14, 9, 0.9, -3, -2, 3, -8, 14, 13
> Cc1ccn2c(C(=O)NN=C3CCCCCCC3)c(C)nc2c1
 : -25, 2, -0.1, 3, -2, -1, 7, -1, 20
> CC(c1ccccc1)n1cc(C(=O)NCC2CCCO2)nn1 (stereo not given)
 : -10, 2, -0.3, 5, -2, 8, 6, -5, 5
> COc1ccc(C(=O)Nc2nccs2)cc1OC
 : -13, 8, 1.4, 4, 2, -5, 1, -12, 13
> CC(C)C[C@H](NC(=O)OC(C)(C)C)C(=O)NCC1CCC(C(=O)N[C@@H](Cc2ccccc2)C(=O)O)CC1 (stereo not given in full)
 : 8, 3, -1.1, -6, -1, 0, -8, 13, 11
> Cc1nnc(SCC(=O)NC2CCCC2)n1CCc1ccccc1
 : 9, 4, -1.1, 0, -5, -2, 8, 22, -4
> Cn1c(CN2CCOCC2)nc2cc(NC(=O)c3ccc(Cl)cc3)ccc21
 : 11, -1, 2.4, -2, 0, -5, -13, 9, -1
> CN(CCOc1ccccc1)C(=O)c1ccc2c(c1)OCO2
 : 20, 13, 6.1, -2, 2, -3, -7, -23, 12
> O=C(NCC1CCCCC1)C12CN(Cc3ccccc3)CC1C(c1cccc([N+](=O)[O-])c1)=NO2 (stereo not given)
 : -37, 22, 0.2, 11, -4, -5, 8, 30, 19
> CC(C)(C)NCCOCCOc1ccccc1-c1ccccc1
 : 10, 15, 3.4, 4, 2, -2, 6, 5, 0
> CSC1=NCCN1S(=O)(=O)c1ccc(F)cc1
 : 11, -10, -0.5, -3, -2, -4, -2, -16, 9
> Cc1ccc(-c2ccc(/C=C(\C#N)C(=O)Nc3cc(C)nn3-c3ccccc3)o2)cc1
 : 8, ., 55*, ., 46*, 5, ., 54*, -13
> CCCCc1c(O)nc(SCC(=O)c2ccccc2)n(-c2ccccc2C)c1=O
 : 0, 10, 0.4, 1, -1, -1, 10, 27, 27
> O=C(NCc1ccccc1)C(c1ccc(F)cc1)N(Cc1cccs1)C(=O)c1cnccn1 (stereo not given)
 : 12, 1, 0.6, 0, -3, -3, -4, -6, 8
> CCn1nc2cc(C(=O)NCCc3cccs3)ccc2c1OC
 : 11, 4, 0.9, -23, -1, -1, -7, -133, 16
> COc1ccc(CCNC(=O)CN(C)S(=O)(=O)c2cccs2)cc1
 : -2, 11, -0.6, -4, 1, -2, 7, 6, -12
> CC1Cc2cc(/C(O)=C3/C(=O)C(=O)N(CCN4CCOCC4)C3c3cccc(O)c3)ccc2O1 (stereo not given)
 : 16, 16, 2.8, 15, 5, -2, 10, 24, -4
> CCc1cccc(C)c1NC(=O)CSc1nnc(CCCOc2ccc(Cl)cc2Cl)n1C
 : 3, 11, 2.4, 4, -2, -2, -4, 35, 19
> COc1ccc(-n2nc(C(=O)N3CCCCC3)c3ccccc3c2=O)cc1
 : 15, -2, -3.9, -5, -3, 3, -3, 11, 28
> Cc1ccccc1-c1nc(CN(C)C(C)c2ccon2)c(C)o1 (stereo not given)
 : 5, 17, 1.7, 0, 2, -1, -1, 8, 16
> Cc1nc2ncccn2c1-c1csc(Nc2ccc(S(N)(=O)=O)cc2)n1
 : 13, 7, 3.1, 5, -3, 0, -10, 36, -6
> Cc1ccc(NC(=O)CN(C)S(=O)(=O)c2cccc3cccnc23)c(C)c1
 : 17, 7, -1.2, 4, -2, -1, -4, -28, 19
> CN(CCCC(=O)N1CCN(c2ncccn2)CC1)S(=O)(=O)c1ccc(F)cc1
 : 8, -11, -1.9, 3, 0, -1, 0, -11, 9
> CC1=NNC(=O)C1CCC(=O)N/N=C(\C)c1ccc(Cl)cc1 (stereo not given)
 : -1, 7, 0.4, -3, 0, -2, -4, 2, 19
> COC(=O)NNC(=O)c1cccc(C)c1
 : 2, -5, -1.4, 3, 0, -2, -2, 13, 2
> Cc1ccccc1S(=O)(=O)Cc1ccc(C(=O)NC2CCCCCC2)o1
 : 8, 13, -0.2, 1, -3, -6, 6, 1, 6
> COCCCNS(=O)(=O)c1ccc2c3c(cccc13)C(=O)S2
 : 10, 4, -0.9, -6, -3, -4, 14, -8, 6
> CC(=O)c1ccc(-n2nnnc2SCC(=O)Nc2cccc(NC(=O)c3ccco3)c2)cc1
 : 2, 8, -3.4, 4, 2, 0, -8, 22, -8
> Cc1ccc(S(=O)(=O)NCC(=O)N(CC(=O)NCC2CCCO2)CC2CCCO2)cc1 (stereo not given)
 : -1, -6, 3.2, -7, 0, -6, 0, -8, 13
> Cc1[nH]c2ccccc2c1/C=N/NC(=O)c1cc(-c2ccncc2)nc2ccccc12
 : -11, 17, -1.1, 4, -1, 5, 8, 59*, 2

Compounds above that contain an aryl thioether with sulfur outside any ring:
The line under a structure holds: APJ antagonist, CCR6 antagonist, CHOP UPR activ, CXCR6 block, UPR XBP1 act, APJ ag, EBI2 block, Mdm2-MdmX inh, tim23-1 inh
> Cc1nnc(SCC(=O)NC2CCCC2)n1CCc1ccccc1
 : 9, 4, -1.1, 0, -5, -2, 8, 22, -4
> CCCCc1c(O)nc(SCC(=O)c2ccccc2)n(-c2ccccc2C)c1=O
 : 0, 10, 0.4, 1, -1, -1, 10, 27, 27
> CCc1cccc(C)c1NC(=O)CSc1nnc(CCCOc2ccc(Cl)cc2Cl)n1C
 : 3, 11, 2.4, 4, -2, -2, -4, 35, 19
> CC(=O)c1ccc(-n2nnnc2SCC(=O)Nc2cccc(NC(=O)c3ccco3)c2)cc1
 : 2, 8, -3.4, 4, 2, 0, -8, 22, -8

2 neighbouring compounds from above:
The line under a structure holds: APJ antagonist, CCR6 antagonist, CHOP UPR activ, CXCR6 block, UPR XBP1 act, APJ ag, EBI2 block, Mdm2-MdmX inh, tim23-1 inh
> Cc1ccc(S(=O)(=O)NCC(=O)N(CC(=O)NCC2CCCO2)CC2CCCO2)cc1 (stereo not given)
 : -1, -6, 3.2, -7, 0, -6, 0, -8, 13
> Cc1[nH]c2ccccc2c1/C=N/NC(=O)c1cc(-c2ccncc2)nc2ccccc12
 : -11, 17, -1.1, 4, -1, 5, 8, 59*, 2

Rewritten with bars between the fields: entries from further up
Molecule | APJ antagonist | CCR6 antagonist | CHOP UPR activ | CXCR6 block | UPR XBP1 act | APJ ag | EBI2 block | Mdm2-MdmX inh | tim23-1 inh
Cc1ccn2c(C(=O)NN=C3CCCCCCC3)c(C)nc2c1 | -25 | 2 | -0.1 | 3 | -2 | -1 | 7 | -1 | 20
CC1=NNC(=O)C1CCC(=O)N/N=C(\C)c1ccc(Cl)cc1 (stereo not given) | -1 | 7 | 0.4 | -3 | 0 | -2 | -4 | 2 | 19

(list continues)
The line under a structure holds: APJ antagonist, CCR6 antagonist, CHOP UPR activ, CXCR6 block, UPR XBP1 act, APJ ag, EBI2 block, Mdm2-MdmX inh, tim23-1 inh
> CN(Cc1nc2ccccc2c(=O)[nH]1)C(=O)c1ccc(S(=O)(=O)N(C)C)cc1
 : 10, -6, -0.4, -9, -1, -2, -2, 8, 2
> O=C(CCNS(=O)(=O)c1ccccc1)N1CCCC1
 : 15, 0, 0.6, 5, -5, 2, -6, -11, -1
> COc1cc(N)c(Cl)cc1Cl
 : -6, 15, -2.3, -7, 2, -2, -5, 16, -2
> COc1ccc2c(c1OC)C(=O)N(c1ccc(O)cc1)C2=O
 : 3, 11, -0.2, -9, 11, 0, -9, 11, 9
> O=C(O)CNC(=O)c1ccc(NS(=O)(=O)c2ccc3ccccc3c2)cc1
 : -21, 19, 1.9, -2, 0, -2, 2, 4, 14
> Cc1cc(NS(=O)(=O)c2ccc(NS(=O)(=O)c3ccc(CC(C)C)cc3)cc2)nc(C)n1
 : 9, 16, -1.1, 1, -2, -2, -11, 17, 20
> COc1cccc(NC(=O)CCC2CCN(Cc3nccs3)CC2)c1
 : 3, 10, -1.5, -2, -4, -1, -14, 10, -2
> COc1cccc(NC(=O)CSc2nnc(Cc3cccs3)n2-c2ccc(C)cc2)c1
 : -2, -11, 2.8, 1, -2, 5, 9, 4, 27
> CCc1ccc(/C=C\C(=O)N2CCc3ccccc3C2)cc1
 : -5, 10, -1.5, 3, 4, -5, 35, 4, 20
> Cc1ccc2[nH]c3c(NCc4ccccc4)ncnc3c2c1
 : -12, 8, 5.4, ., 0, 2, ., 13, 12
> C/C(=N\NC(=O)c1cccs1)C(C)(C)C
 : 13, 9, 1.6, -24, 0, -1, -11, 15, 10
> CC1CCCC(C)N1CCNC(=O)CCc1nnc2n(Cc3ccccc3)c(=O)c3ccccc3n12 (stereo not given)
 : -18, 19, -0.4, 2, -4, 0, 4, -29, -9
> O=C(NCC(=O)N(c1ccccc1)C(C(=O)NC1CCCCC1)c1cccnc1)c1ccco1 (stereo not given)
 : 12, 8, -0.3, 6, 1, 1, 3, -16, 5
> O=C(O)c1ccccc1SCC(=O)N1CCOCC1
 : 0, -1, 0.2, 0, -5, -2, -8, 10, -15
> COC(=O)c1cccc(C23CC4(C2)[C@H](CN(Cc2ccc(-c5ccccc5)cc2)[C@@H]4c2ccccc2)C3c2ccc(C(F)(F)F)cc2)c1 (stereo not given in full)
 : 5, 1, 1.3, ., 0, -1, ., 19, 20
> Fc1cccc(Cc2noc(CN3CCN(C4CCc5ccccc5C4)CC3)n2)c1 (stereo not given)
 : 0, 20, -1.7, 0, 2, -4, -5, 16, 10
> CC(=O)c1nc(-c2ccccc2)sc1C
 : -1, 14, -0.1, 3, 3, -3, 6, 18, 21
> O=C(NCc1cccs1)c1ccc([N+](=O)[O-])cc1
 : -28, -18, 2.3, -6, -5, 0, -20, -19, 20
> NS(=O)(=O)c1ccc(N/N=C/c2ccccc2C(=O)O)c([N+](=O)[O-])c1
 : 15, 25, -0.1, 12, 1, -4, 4, 9, 9
> O=C(/C=C/c1ccc(Cl)cc1)Nc1ccc(N2CCOCC2)cc1
 : -10, 4, -1.2, -6, 0, -1, 31, 15, -15
> COc1cccc(C(=O)Nc2cccc(-c3nc4ncccc4o3)c2C)c1
 : -9, 20, -1.5, -2, 2, -1, 2, 6, 0
> COCCCNC(=S)NCCc1ccc(F)cc1
 : -2, 8, 4.3, 0, 1, -2, -15, -19, -18

Compound activity: PubChem BioAssay, Sanford-Burnham Center for Chemical Genomics
